# Assay outcomes from PubChem.
# dFosB activator: enhances mouse delta FosB homodimer DNA binding; P13346; purified delta FosB, TAMRA-CDK5 oligo fluorescence polarization; percent of positive-control signal above neutral wells; activation, % at 25 µM; 340,000 compounds, 0.99% hits; AID 493131;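 active = mean activation above about 17%, with every replicate also reaching it, limit read from the data, passing the limit was not always enough; inconclusive = only one of the two conditions met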;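 note: fluorescence polarization rise as delta FosB binds a TAMRA Cdk5 AP-1 oligo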
# PvdQ inh: blocks Pseudomonas aeruginosa PvdQ acylase activity | 340,000 compounds, 0.063% hits | purified PvdQ acylase, fluorescence plate reader | inhibition, % at 10 µM; in the data active = inhibition above about 30%, passing the limit was not always enough; inconclusive = no clear call, values can overlap the other calls;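 note: 0% = vehicle neutral wells and 100% = reference inhibitor wells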
# NSD2 inh: blocks human histone methyltransferase NSD2; inhibition, % at 12.5 µM; O96028; 310,000 compounds, 0.54% hits; AID 743445; NSD2 peptide methylation, AlphaScreen, 120 min; in the data active = inhibition above about 50%
# CAL PDZ FP-1: blocks peptide binding to the human CAL PDZ domain; AID 602252; 300,000 compounds, 0.92% hits; Q9HD26; purified CAL PDZ, TMR-peptide fluorescence polarization, 1 h; inhibition, % at 24.9 µM;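 active = mean inhibition of at least 30% with at least half of replicates also reaching 30%; inconclusive = no clear call, values can overlap the other calls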;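 note: 0% = DMSO neutral control and 100% = excess unlabeled competitor peptide PRC23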
# Rtt109 Vps75: blocks Candida albicans Rtt109/Vps75 acetyltransferase activity; Q5AAJ8; purified Rtt109/Vps75, ThioGlo CoA-SH fluorescence, 4 h; inhibition, % at 34.9 µM; 330,000 compounds, 0.16% hits;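 active = inhibition of at least 50% in every replicate; inconclusive = best replicate reaches 50% inhibition but some replicates fall short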
# Target sequence (Q5AAJ8 whole entry, looked up): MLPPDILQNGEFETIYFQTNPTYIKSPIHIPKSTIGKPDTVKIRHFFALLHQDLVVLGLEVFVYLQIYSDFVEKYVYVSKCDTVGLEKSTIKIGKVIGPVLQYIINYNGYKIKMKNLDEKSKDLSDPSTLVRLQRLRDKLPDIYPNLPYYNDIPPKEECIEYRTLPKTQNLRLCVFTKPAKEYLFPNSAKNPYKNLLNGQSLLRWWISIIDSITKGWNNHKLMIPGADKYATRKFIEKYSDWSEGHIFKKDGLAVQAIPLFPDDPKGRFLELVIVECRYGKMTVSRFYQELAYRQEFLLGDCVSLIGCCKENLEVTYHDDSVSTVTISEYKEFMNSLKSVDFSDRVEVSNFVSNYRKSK
# SR-BI DiI-HDL act: SR-BI HDL lipid transfer activation | activation, % at 12.5 µM | 320,000 compounds, 0.096% hits | CHO ldlA[mSR-BI] cells, DiI-HDL uptake fluorescence, 3 h; 100 = double the neutral-control signal;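 active = mean replicate activation of at least 60% and every replicate at or above 60%; inconclusive = mean or all-replicate condition met, but not both; inactive = mean below 60% and not all replicates reaching 60%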;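 note: 0% = median plate neutral-control signal and 100% = twice that signal; values of inactives mirror those of a sister screen read the other way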
#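 Material – SR-BI-overexpressing, LDLR-lacking CHO cells · Medium – BSA-supplemented, HEPES-buffered Ham's F12, pH 7.4 · Doses – single concentration · Times – compound with DiI-HDL co-incubation, 3 h at 37 °C · Measured by – bottom-read fluorescence, 550/595 nm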
# PfHsp90 yeast 2: reduces growth (ATP signal) of yeast expressing P. falciparum Hsp90; S. cerevisiae expressing PfHsp90, BacTiter-Glo ATP, 48 h; yeast lacking PDR1 and PDR3 efflux regulators; 310,000 compounds, 0.32% hits; inhibition, % at 9.4 µM;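 active = every replicate shows inhibition above about 80%, whatever the replicate mean, limit read from the data; inconclusive = mean inhibition reaches the set limit but some replicate falls short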;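 note: 0% = DMSO neutral controls and 100% = 20 µM radicicol positive controls; yeast relying on Plasmodium falciparum Hsp90 in place of its own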
# MITF act: activators of MITF-driven TRPM1 promoter activity in SK-MEL-5 cells; SK-MEL-5 TRPM1-promoter luciferase, 24 h; % of positive control, neutral wells = 0; activation, % at 12.5 µM; 300,000 compounds, 0.75% hits; AID 588334;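 active = mean activation of at least 80% with every replicate also reaching 80%; inconclusive = mean reaches 80% but some replicate falls short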;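 note: 0% = neutral control wells and 100% = parthenolide positive control wells; values of inactives mirror those of a sister screen read the other way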
# SR-BI DiI inh: blocks mouse SR-BI lipid uptake from DiI-HDL | Q61009 | ldlA[mSR-BI] CHO cells, DiI-HDL uptake fluorescence, 3 h | 320,000 compounds, 0.96% hits | inhibition, % at 12.5 µM;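 active = mean replicate inhibition of at least 70% and a set share of replicates each scoring 70 or more; inconclusive = meets just one of the two criteria; inactive = fails both criteria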;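 note: 0% = median of neutral control wells and 100% = median of positive control wells; values of inactives mirror those of a sister screen read the other way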
# Target sequence (Q61009 whole entry, looked up): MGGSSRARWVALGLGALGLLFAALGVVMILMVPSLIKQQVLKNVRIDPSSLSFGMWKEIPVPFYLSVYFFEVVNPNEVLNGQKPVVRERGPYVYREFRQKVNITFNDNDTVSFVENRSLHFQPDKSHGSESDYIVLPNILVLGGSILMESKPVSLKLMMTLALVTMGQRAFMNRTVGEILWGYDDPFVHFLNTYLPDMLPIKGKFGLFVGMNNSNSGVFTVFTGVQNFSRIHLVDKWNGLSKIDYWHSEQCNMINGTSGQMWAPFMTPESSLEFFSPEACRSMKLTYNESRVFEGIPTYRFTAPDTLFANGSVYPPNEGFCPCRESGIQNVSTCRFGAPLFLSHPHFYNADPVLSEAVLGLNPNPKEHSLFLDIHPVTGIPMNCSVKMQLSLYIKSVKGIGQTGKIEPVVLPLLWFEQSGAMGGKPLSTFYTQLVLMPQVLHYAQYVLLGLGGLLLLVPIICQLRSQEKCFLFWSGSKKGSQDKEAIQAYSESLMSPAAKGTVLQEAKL
# CAL PDZ FP-2: human CAL PDZ-peptide interaction inhibition. Q9HD26. purified CAL PDZ, TMR-peptide fluorescence polarization, 1 h. inhibition, % at 20 µM. 330,000 compounds, 0.02% hits. AID 504414;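 active = highest replicate inhibition of at least 40%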;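 note: plate controls were DMSO neutral control wells for no effect and unlabeled competitor peptide control wells for full effect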
#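 Material – purified CerCALP PDZ construct · Detection – FP readout, S and P plane fluorescence · Measure – percent inhibition from loss of millipolarization · Controls – unlabelled peptide for full inhibition, DMSO wells as neutral · Probe or stimulus – TMR-labelled reporter peptide T*-PRC34 bound in PDZ groove · Times – 1 h at RT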
# Starred values were filed as active, the others as inactive; ? = inconclusive; . = no result given.
SMILES,dFosB activator,PvdQ inh,NSD2 inh,CAL PDZ FP-1,Rtt109 Vps75,SR-BI DiI-HDL act,PfHsp90 yeast 2,MITF act,SR-BI DiI inh,CAL PDZ FP-2
COc1cccc(C(=O)CSc2nc3ccccc3n2CC(=O)N(C(C)C)C(C)C)c1,?,-15,-3,-2,-3,9,-8,3,-9,-0.6
CCOc1cc(S(=O)(=O)N2CC=C(c3ccc(F)cc3)CC2)c(OCC)cc1-n1cnnn1,-5,2,-2,-7,-7,-34,14,-15,34,-0.7
Nc1nonc1-n1nnc(C(=O)N/N=C\c2cccc(Cl)c2)c1CN1CCOCC1,-21,-8,-2,2,0,2,0,-7,-2,0.8
Cc1nc2ccccc2c(=O)n1/N=C/c1ccc(F)cc1,-3,0,-2,4,-3,19,2,11,-19,-0.3
COc1ccc2c(c1OC)C(=O)N(c1cccc(C)c1)C2,-16,-5,-4,-2,.,10,19,62,-10,-2.8
COc1cc(NC(=O)c2ccc3c(c2)OCO3)ccc1NC(=O)c1ccco1,-4,-2,-18,-2,.,-71,3,23,?,-4.7
Cc1ccc(CNC(=O)CSc2ncn[nH]2)cc1,0,-17,1,-3,3,29,31,4,-29,-3.1
CCOc1ccc(NC(=O)N(CC(C)C)CC(C)C)cc1,-10,-4,0,.,-4,-6,.,4,6,-0.9
CN(C)C(=O)CCc1ccc2c3c([nH]c2c1)[C@]1(CCC2CCCC2)[C@@H](C(=O)N2CCOCC2)C[C@H](CC(=O)NCc2ccco2)C(=O)N1CC3,-14,-8,.,-1,2,14,-7,1,-14,0.7
Cc1c(-c2cccc(Cl)c2)nc2ccccc2c1C(=O)NC1CC1,-11,-7,-1,0,-5,-22,18,-8,22,-2.6
COc1ccccc1NC(=O)Cn1nnc(C(=O)NCc2ccc3c(c2)OCO3)c1N,?,-6,2,-2,-1,-3,-26,-1,3,-1.1
CC1CCCCN1C(=O)CSc1nnc2c(n1)[nH]c1ccc(F)cc12 (configuration not stated),3,-4,-7,6,-3,1,1,6,-1,-3.5
COc1ccc(N2C(=O)CC(Sc3nccc(C)n3)C2=O)cc1 (configuration not stated),3,-9,.,-2,5,-4,25,2,4,-0.4
C/C(=N\NC(=S)NCCc1ccccc1)c1ccc(C#N)cc1,-5,-13,-2,-5,3,-29,-11,.,29,1.3
NC(=O)COc1cc2oc(=O)c3c(c2cc1Cl)CCCC3,-26,-17,1,-8,-5,12,20,-6,-12,-1.9
Cc1cccc(C(=O)NNS(=O)(=O)c2ccc(F)cc2)c1,4,-2,-4,-8,0,4,8,.,-4,-7.9
COc1ccc(-c2sc(Nc3ccccc3)n[n+]2C)c(C)c1C,-8,6,.,1,1,-21,-12,-4,21,-0.3
Cc1ccc(-c2cc(C(F)(F)F)n3ncc(C(=O)N4CCCc5ccccc54)c3n2)cc1,-2,-8,.,-2,-9,-21,7,3,21,-3.5
Cc1ccc(S(=O)(=O)Nc2c(O)c3ccccc3oc2=O)cc1,1,-8,-5,-1,-16,6,-29,0,-6,-2.2
CCCCCCNC(=O)C(C(=O)OCC)C1CCCCC1 (configuration not stated),-5,-11,-4,-6,-7,8,-1,-2,-8,.
CCn1cc(CNC(=O)c2cc(COc3ccc(F)cc3F)on2)cn1,-2,3,0,3,1,-25,-10,2,25,-2.9
CC#CCC(CC#CC)c1nc2ccccc2c(=O)n1N,3,12,-1,-3,-11,7,-16,3,-7,-1.0
CC(=O)Nc1nonc1NC(=O)c1ccc(F)cc1,4,-8,-1,-1,1,3,.,.,-3,-1.6
O=C(Cn1cncc1-c1ccc([N+](=O)[O-])cc1)Nc1cccc2ccccc12,1,5,1,-2,1,-4,9,-51,4,-0.8
COc1ccc(/C=C/C(=O)NCCN=C2NS(=O)(=O)c3ccccc32)cc1,-5,-4,1,.,0,-14,-3,8,14,-2.8
CCCOc1ccccc1N1C(=O)CC(N2CCOCC2)C1=O (configuration not stated),1,-7,-3,.,-3,-8,8,-11,8,-0.3
O=C(Nc1cc(S(=O)(=O)N2CCOCC2)ccc1O)c1ccc2c(c1)S(=O)(=O)c1ccccc1C2=O,-3,4,2,-5,15,1,-43,7,-1,-2.6
COc1cccc(OC)c1OCCCN1CCC(Cc2ccccc2)CC1,-6,-5,9,-26,2,18,0,-3,-18,-7.8
O=S(=O)(NN1CCOCC1)c1cc(Cl)cc(Cl)c1O,5,-8,2,-3,30,13,8,2,-13,-0.7
CCOC(=O)N1CCN(C(=O)CSc2nc3c([nH]c4ccccc43)c(=O)n2C)CC1,-6,-6,.,.,9,.,-8,-15,.,-0.4
O=C(NC(=S)N1CCN(c2ccc(F)cc2)CC1)C12CC3CC(CC(C3)C1)C2,1,2,1,-1,4,-18,-11,-12,18,-2.1
Cc1sc2ncnc(N3CCC(C(=O)Nc4nc(-c5ccc(F)cc5)cs4)CC3)c2c1C,18*,-11,0,7,-14,-23,-20,-3,23,-2.8
Cc1nn2c3ccccc3n(Cc3ccccc3)c2nc1=O,-4,-3,1,-5,-3,6,-24,0,-6,.
CN(Cc1cc2ccccc2[nH]c1=O)C(=O)C1CCCCC1,-2,1,-2,-3,-5,2,3,4,-2,-1.1
O=S1(=O)CCN(Cc2ccc(Cl)c(Cl)c2)CC1,3,5,3,-5,-6,15,-4,-1,-15,0.1
O=C(CN1C(=O)NC(Cc2c[nH]c3ccccc23)C1=O)Nc1ccc(F)c(F)c1F (configuration not stated),-2,-10,1,-4,-9,-9,-30,3,9,1.5
Cc1nn(Cc2ccc(Cl)cc2)c(C)c1NC(=O)c1cc(-c2ccc3c(c2)OCO3)on1,58*,-13,-1,-8,2,-27,-12,-2,27,.
CC1(C)NC(=O)N(CC(=O)Nc2cc(C(F)(F)F)cc(C(F)(F)F)c2)C1=O,-7,-16,-1,-4,2,-2,2,-10,2,-1.9
COC(=O)[C@H](CCSC)NC(=O)Nc1ccc(C)cc1C,0,-17,-1,0,3,11,15,-1,-11,-0.6
Oc1c(C(Nc2cccc(C(F)(F)F)c2)c2cccnc2)ccc2cccnc12 (configuration not stated),0,-13,-1,-1,-8,-40,11,20,40,-2.7
COc1ccc(Cl)cc1NS(=O)(=O)c1c(C)[nH]c(C)c1C(=O)N1CCCCC1,-10,1,4,.,6,30,1,-4,-30,-1.0
CN1CCN(CCCCOc2cccc3ccccc23)CC1,2,-3,.,-2,-1,17,-3,9,-17,.
CCOc1ccc(C(C)NC(=S)NC2CCCCC2)cc1OCC (configuration not stated),-6,-10,-1,.,6,-19,4,0,19,-0.7
Cc1[nH]n(-c2ccccc2)c(=O)c1N=Nc1ccccc1C(=O)O,3,2,32,-1,17,16,9,.,-16,-1.7
Cn1c(=O)c2cc3ccccc3nc2n(C)c1=O,-18,-14,0,-1,-7,16,-11,0,-16,-0.3
CNC(=O)NC(=O)C(C)Oc1ccccc1F (configuration not stated),-9,19,10,-6,7,21,5,0,-21,-0.9
COc1ccc(CNC(=O)CCS(=O)(=O)c2ccc3c(c2)NC(=O)C(C)S3)cc1 (configuration not stated),-5,-8,4,1,-1,59,13,-8,-59,-2.3
O=C(NC(=S)Nc1cccc2cccnc12)c1ccccc1,7,-12,-5,1,4,.,8,0,.,-0.8
CCC1=[N+](CC(=O)c2ccc(C)cc2)CCn2cccc21,-2,-1,0,3,-12,-27,4,56,27,0.0
O=C1C2CC=CCC2C(=O)N1c1ccc(N2CCN(c3ccccn3)CC2)c([N+](=O)[O-])c1 (configuration not stated),-10,-6,3,-1,8,.,3,-7,.,-2.4
# The listing continues.
SMILES,dFosB activator,PvdQ inh,NSD2 inh,CAL PDZ FP-1,Rtt109 Vps75,SR-BI DiI-HDL act,PfHsp90 yeast 2,MITF act,SR-BI DiI inh,CAL PDZ FP-2
O=C(CN(Cc1ccco1)C(=O)CNS(=O)(=O)c1ccc(Cl)cc1)NCc1ccc(F)cc1,7,3,1,.,-8,-17,8,.,17,0.7
Cc1ccc(S(=O)(=O)NCCC(=O)Nc2nnc(C)s2)cc1,-4,-8,-1,-1,-4,-3,.,-11,3,-1.8
Cc1c(Cl)cccc1Nc1nc(N)nc(CSc2ncccn2)n1,-8,-11,0,-2,1,8,6,1,-8,-1.9
CC(=O)OCC1=C(C(=O)O)N2C(=O)C(NC(=O)Cn3nc(C(F)F)c(Cl)c3C)C2SC1 (configuration not stated),-6,-6,1,2,8,15,57,-2,-15,-1.7
O=C(CN1C(=O)COc2ccc(S(=O)(=O)N3CCCC3)cc21)Nc1cccc(F)c1,-6,-7,-3,.,10,27,33,-9,-27,-0.4
CCn1c(SCC(N)=O)nnc1-c1ccc2c(c1)OCO2,2,-12,1,0,-7,10,1,-7,-10,-0.5
CCNC(=S)N1CCN(c2ccc([N+](=O)[O-])cc2)CC1,0,-7,6,1,-2,0,-32,.,0,-0.4
CCc1nc(SCC(=O)Nc2ccc(Br)cn2)n[nH]1,-5,-3,-2,-1,-15,4,15,0,-4,-1.2
COc1ccc(Cl)cc1C(=O)Nc1ccccc1N1CCN(C(=O)C(C)C)CC1,-6,-8,-3,0,12,-38,.,.,38,-0.3
O=C(O)C1C2CCC(O2)C1C(=O)Nc1ccccc1Br (configuration not stated),-5,2,22,-2,-6,7,0,-13,-7,.
COc1ccc(OC)c(S(=O)(=O)NCc2cccnc2)c1,-2,-7,3,-3,-4,1,-12,-6,-1,-0.4
CC1CCN(C2CCN(S(=O)(=O)c3ccc(F)cc3)CC2)CC1,1,0,0,-1,0,12,12,.,-12,0.3
COc1ccc(C(=O)NC2CCCc3ccccc32)cc1OC1CCN(C(C)=O)CC1 (configuration not stated),-9,-16,1,-4,-2,-60,9,-3,60,-1.0
CC(=O)N[C@H](Cc1c[nH]c2ccccc12)C(=O)O,2,-10,.,-5,-5,2,-19,9,-2,0.5
CC(Cc1c[nH]c2ccccc12)C(=O)O (configuration not stated),-4,-12,.,11,-18,-1,-13,.,1,-1.2

# Compounds were not picked by outcome, and some 4.3% of all compounds hit somewhere here.
